NSD2 HMT inh: inhibitors of human histone methyltransferase NSD2 | O96028 | NSD2 peptide methylation, AlphaScreen, 120 min | inhibition, % at 12.5 µM | 310,000 compounds, 0.54% hits | AID 743445; in the data active means inhibition above about 50%
Wnt bcat act: activators of Wnt/beta-catenin signaling; AID 743398; 300,000 compounds, 1.2% hits; Wnt/beta-catenin reporter cell assay, activator, plate reader; activation, % at 9.35 µM; in the data active means activation above about 30%, passing the limit was not always enough;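 further: 0% = neutral control wells and 100% = positive control wells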
MITF TRPM1 HTS: activators of MITF-driven TRPM1 promoter activity in SK-MEL-5 cells; SK-MEL-5 TRPM1-promoter luciferase, 24 h; % of positive control, neutral wells = 0; activation, % at 12.5 µM; 300,000 compounds, 0.75% hits; AID 588334;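 active means mean activation of at least 80% with every replicate also reaching 80%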;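 further: 0% = neutral control wells and 100% = parthenolide positive control wells; values of inactives mirror those of a sister screen read the other way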
dFosB activator: mouse delta FosB homodimer activation | 340,000 compounds, 0.99% hits | AID 493131 | P13346 | purified delta FosB, TAMRA-CDK5 oligo fluorescence polarization; percent of positive-control signal above neutral wells | activation, % at 25 µM;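 active means mean activation above about 17%, with every replicate also reaching it, limit read from the data, passing the limit was not always enough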;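 further: fluorescence polarization rise as delta FosB binds a TAMRA Cdk5 AP-1 oligo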
PvdQ inh: blocks Pseudomonas aeruginosa PvdQ acylase activity. purified PvdQ acylase, fluorescence plate reader. AID 488965. inhibition, % at 10 µM. 340,000 compounds, 0.063% hits; in the data active means inhibition above about 30%, passing the limit was not always enough;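 further: 0% = vehicle neutral wells and 100% = reference inhibitor wells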
SR-BI HDL uptake: mouse SR-BI HDL lipid transfer inhibition | Q61009 | ldlA[mSR-BI] CHO cells, DiI-HDL uptake fluorescence, 3 h | inhibition, % at 12.5 µM | 320,000 compounds, 0.96% hits;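 active means mean replicate inhibition of at least 70% and a set share of replicates each scoring 70 or more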;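 further: 0% = median of neutral control wells and 100% = median of positive control wells; values of inactives mirror those of a sister screen read the other way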
HTR5A inv ctr: inverse agonist of human HTR5A in OPRM1-OPRD1 counter-screen; P47898; AID 504634; 340,000 compounds, 0.083% hits; inhibition, % at 9.3 µM; HTR5A cell line, luminescence, inverse agonism; in the data active means inhibition mostly above about 23%, no sharp cut-off; inactive means mostly below about 18%;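 further: 0% = cells with DMSO and 100% = no-cell wells with DMSO; some compounds called inactive have numbers as strong as hits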
Target sequence (P47898 whole entry, looked up): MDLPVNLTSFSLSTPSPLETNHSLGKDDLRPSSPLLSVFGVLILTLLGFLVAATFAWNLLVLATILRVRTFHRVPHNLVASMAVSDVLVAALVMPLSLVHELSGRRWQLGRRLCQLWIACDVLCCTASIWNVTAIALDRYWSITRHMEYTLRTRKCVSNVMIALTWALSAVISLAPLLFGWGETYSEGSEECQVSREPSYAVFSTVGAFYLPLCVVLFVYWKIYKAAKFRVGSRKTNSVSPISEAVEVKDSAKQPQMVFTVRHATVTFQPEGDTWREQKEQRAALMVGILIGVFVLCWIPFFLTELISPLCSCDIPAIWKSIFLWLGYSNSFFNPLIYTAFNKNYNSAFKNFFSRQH
V-ATPase pHluor: alters yeast V-ATPase proton transport; S. cerevisiae, pHLuorin cytosolic pH fluorescence; response, % at 10 µM; AID 504577; 350,000 compounds, 0.37% hits; in the data active means response mostly above about 7.3%, no sharp cut-off; inactive means mostly below about 5.4%; further: actives read high; inactives centre near 0; some compounds called inactive have numbers as strong as hits; reference of the scale not given here
CDK5 p35 inh: blocks human CDK5/p35 kinase activity; Recombinant CDK5/p35, ADP-Glo luminescence, 60 min; Q00535+Q15078; 330,000 compounds, 0.01% hits; inhibition, % at 10 µM;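 active means highest replicate inhibition of at least 50% and at least 75% of replicates reaching 50%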;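 further: plate controls were DMSO neutral control for no effect and GW8510 at 10 µM for full effect; many of its hits are not listed in these tables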
Target sequence (Q00535 whole entry, looked up): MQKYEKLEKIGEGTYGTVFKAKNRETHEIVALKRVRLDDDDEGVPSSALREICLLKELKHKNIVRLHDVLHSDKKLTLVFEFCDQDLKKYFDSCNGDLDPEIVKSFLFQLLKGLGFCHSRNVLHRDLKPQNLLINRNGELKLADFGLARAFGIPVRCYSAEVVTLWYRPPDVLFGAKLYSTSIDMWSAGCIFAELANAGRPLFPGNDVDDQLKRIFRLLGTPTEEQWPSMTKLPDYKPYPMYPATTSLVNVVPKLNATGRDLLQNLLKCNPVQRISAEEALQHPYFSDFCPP
Target sequence (Q15078 whole entry, looked up): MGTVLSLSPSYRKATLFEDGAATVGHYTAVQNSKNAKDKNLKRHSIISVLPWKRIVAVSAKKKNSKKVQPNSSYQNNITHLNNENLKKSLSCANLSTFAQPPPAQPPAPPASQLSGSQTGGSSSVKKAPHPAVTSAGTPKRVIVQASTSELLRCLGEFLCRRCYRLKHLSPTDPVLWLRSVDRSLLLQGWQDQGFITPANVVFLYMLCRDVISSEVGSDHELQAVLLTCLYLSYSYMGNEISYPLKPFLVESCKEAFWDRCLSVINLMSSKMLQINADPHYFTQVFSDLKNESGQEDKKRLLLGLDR
HTR5A ag: counter-screen for OPRM1-OPRD1 agonists: human HTR5A agonism; HTR5A agonist assay, luminescence, cell-based; activation, % at 9.3 µM; 340,000 compounds, 0.61% hits; in the data active means activation mostly above about 9.5%, no sharp cut-off; inactive means mostly below about 7.6%;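 further: 0% = cells with vehicle only and 100% = reference agonist; strong numbers were not always called active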
Starred values were filed as active, the others as inactive; · = not tested or not shown.

1: COc1ccc(OC(=O)c2ccc3nsnc3c2)cc1
2: O=C(NCCOc1ccccc1)c1cc(S(=O)(=O)N2CCOCC2)ccc1F
3: COc1cc(-c2noc(C3CCCN(S(=O)(=O)c4cccc(Cl)c4)C3)n2)cc(OC)c1OC (centres undefined)
4: CCN=C1S/C(=C\c2cn(CC(=O)NCc3ccco3)c3ccccc23)C(=O)N1CC
5: Cc1ccc2c(c1)N1C(=O)c3ccccc3C1C1=C(CC(C)(C)CC1=O)N2 (centres undefined)
6: CCOC(=O)C1C(c2ccccc2O)NC(=O)NC1(O)C(F)(F)F (centres undefined)
7: CCN1C(=O)[C@H]2[C@@H](c3ccc(-c4ccc(C(C)=O)cc4)cc3)N[C@@](Cc3ccccc3)(C(=O)OC)[C@H]2C1=O
8: CSc1ccc(-c2sc(Nc3ccccc3)n[n+]2-c2ccccc2)cc1
9: O=C(CSc1ccc([N+](=O)[O-])cn1)Nc1ccc(N2CCOCC2)cc1
10: Cc1c(/C=N/NC(=O)c2ccc3c(c2)OCO3)cnn1C

compound no.,1,2,3,4,5,6,7,8,9,10
Wnt bcat act,·,-1,·,-9,-7,2,1,·,35*,·
dFosB activator,5,-6,-4,8,-1,-5,-7,0,1,-1
NSD2 HMT inh,0,1,-1,-1,·,-3,·,·,-6,-2
HTR5A inv ctr,2,-8,-24,-29,11,-8,11,-4,7,-18
CDK5 p35 inh,-0.7,-1.7,-1.1,0.4,-1.4,1.2,-0.1,0.2,-0.7,1.5
SR-BI HDL uptake,-3,2,16,·,7,·,22,8,·,-15
HTR5A ag,-3,2,0,-1,-4,3,2,1,4,-2
PvdQ inh,-15,2,-7,-11,6,-17,-8,6,4,4
V-ATPase pHluor,-4,2,-3,-3,-3,1,-3,-4,1,5
MITF TRPM1 HTS,13,-7,-1,-47,·,3,-5,-4,2,5

An excerpt from above in order of length of the SMILES, rising.
1: COc1ccc(OC(=O)c2ccc3nsnc3c2)cc1
6: CCOC(=O)C1C(c2ccccc2O)NC(=O)NC1(O)C(F)(F)F (centres undefined)
9: O=C(CSc1ccc([N+](=O)[O-])cn1)Nc1ccc(N2CCOCC2)cc1

compound no.,1,6,9
Wnt bcat act,·,2,35*
dFosB activator,5,-5,1
NSD2 HMT inh,0,-3,-6
HTR5A inv ctr,2,-8,7
CDK5 p35 inh,-0.7,1.2,-0.7
SR-BI HDL uptake,-3,·,·
HTR5A ag,-3,3,4
PvdQ inh,-15,-17,4
V-ATPase pHluor,-4,1,1
MITF TRPM1 HTS,13,3,2

Carrying on.
11: COc1ccc(C(=O)Nc2ccnn2C2CCN(C3CCC3)CC2)cc1
12: O=C(O)c1cccc(C(=O)Cc2ccccc2)c1
13: O=C(NCc1ccccn1)C(=O)Nc1cc2c3c(c1)CC(=O)N3CCC2
14: CC1CCCN(C(=S)Nc2ccc(F)cc2)C1 (centres undefined)
15: Cc1cc(C(=O)COC(=O)c2ccc[nH]c2=O)c(C)n1CCc1ccc(F)cc1
16: CCCCCc1ccc(S(=O)(=O)Nc2cc(C)ccn2)cc1
17: CN(CC(=O)Nc1ccc(Cl)cc1)C(=O)c1ccc(NS(=O)(=O)c2ccc3[nH]c(=O)[nH]c3c2)cc1
18: CC(C)Oc1ccc(/C(O)=C2/C(=O)C(=O)N(CCCn3ccnc3)C2c2cccnc2)cc1 (centres undefined)
19: COc1cc(CC(=O)NCC(C)(C)N2CCOCC2)cc(OC)c1OC
20: CCNC(=O)NC(=O)CSc1ccc(S(=O)(=O)N2CCCCC2)cn1

compound no.,11,12,13,14,15,16,17,18,19,20
Wnt bcat act,-3,-1,-2,-2,-2,-1,-1,-2,17,0
dFosB activator,-12,2,-4,0,-1,2,-4,-2,-3,-7
NSD2 HMT inh,3,-1,1,11,-2,-1,-8,0,-3,0
HTR5A inv ctr,4,10,-9,7,-5,-23,-20,-23,-13,4
CDK5 p35 inh,-1.4,7.2,-1.8,1.2,0.0,-1.1,-0.6,-1.3,0.0,0.4
SR-BI HDL uptake,4,-42,-19,-8,60,16,-1,-14,-10,-7
HTR5A ag,4,-3,3,-3,4,17*,2,6,2,-1
PvdQ inh,-20,-16,-7,-5,-6,-3,16,3,-18,-7
V-ATPase pHluor,-2,1,0,0,4,3,2,3,0,-2
MITF TRPM1 HTS,7,-10,-6,-6,-7,-16,0,44,-12,6

21: COCCCNC(=O)c1ccccc1SC
22: Nc1nonc1-n1nnc(C(=O)N/N=C/c2ccco2)c1-c1ccccc1
23: N#Cc1cc(-c2ccccc2)oc1/N=C/c1ccccc1O
24: O=c1[nH]c2cc(C(F)(F)F)ccc2n1-c1cc(C(F)(F)F)ccc1O
25: CCOc1cc(C(=O)Oc2cc(C)[nH]c(=O)c2[N+](=O)[O-])cc(OCC)c1OCC
26: COc1ccc(OCC(=O)Nc2ccc(S(=O)(=O)N3CCCCC3)cc2)cc1
27: CC1CCC(=NNS(=O)(=O)c2ccc([N+](=O)[O-])cc2)CC1 (centres undefined)
28: CC(C)C(=O)Nc1nnc(S(=O)(=O)N2CCCCCC2)s1
29: O=C(O)c1cnn2cc(-c3[nH]ncc3[N+](=O)[O-])cnc12
30: COC(=O)C1C(O)CCC2CN3CCc4c([nH]c5ccccc45)C3CC21 (centres undefined)

compound no.,21,22,23,24,25,26,27,28,29,30
Wnt bcat act,-3,-4,2,0,0,-2,4,-1,-1,-2
dFosB activator,-1,-12,2,-3,0,-7,-11,-7,-2,2
NSD2 HMT inh,·,-6,2,·,-3,0,-3,·,-1,·
HTR5A inv ctr,-4,-10,1,-14,6,-18,-35,9,19,-1
CDK5 p35 inh,-0.2,-0.2,-0.2,-0.1,-0.4,-2.8,-1.2,0.3,·,0.2
SR-BI HDL uptake,-11,-3,-5,19,-16,19,30,·,5,-20
HTR5A ag,-3,4,0,5,-5,7,9,-3,2,4
PvdQ inh,-13,5,-1,2,-16,-3,-8,-5,0,6
V-ATPase pHluor,-5,-4,1,-2,5,5,6,4,-1,3
MITF TRPM1 HTS,-2,2,·,-9,-1,23,-5,10,-2,-13

31: CCCN(CCC)S(=O)(=O)c1cccc(-c2csc(C)n2)c1
32: CCCN1C(=O)CC(Sc2ncccc2C(=O)O)C1=O (centres undefined)
33: C/C(=C\C(=O)c1ccc(Br)cc1)NCc1ccc(C)cc1
34: CC1=C(C(=O)OCC(C)C)C23C(=O)c4ccccc4C2(O1)OC(N)=C3C#N (centres undefined)
35: COCc1c(C(=O)N2CCN(Cc3nc4ccccc4s3)CC2)oc2ccccc12
36: Cc1ccnc(NC(=O)CCCOc2ccccc2)c1
37: Cc1cc2c(=O)n(C)c(SCC(=O)Nc3cccc(F)c3)nc2s1
38: CC(=O)n1nc(-c2ccccc2)cc1-c1ccccc1
39: CC(=O)NC12CC3CC(C1)CC(C(=O)OCC(=O)Nc1ncc(Cl)c(C)c1Cl)(C3)C2
40: Cc1cc(C)c(C#N)c(SCC(=O)NC2CC2)n1

compound no.,31,32,33,34,35,36,37,38,39,40
Wnt bcat act,-3,-7,·,-2,28,1,3,64*,1,-1
dFosB activator,-11,3,-2,-7,-14,0,-10,-7,-9,-1
NSD2 HMT inh,-4,1,0,3,24,47,-10,-1,3,0
HTR5A inv ctr,-10,4,-6,-4,-1,6,-13,0,10,1
CDK5 p35 inh,-2.1,0.5,-0.8,0.7,1.2,0.2,0.0,1.8,-0.7,-0.5
SR-BI HDL uptake,7,·,-7,30,-1,-11,25,37,-5,-17
HTR5A ag,2,2,3,10,0,0,5,0,3,0
PvdQ inh,-12,-3,-14,-8,5,4,-6,-17,-2,14
V-ATPase pHluor,-5,-1,1,2,3,0,3,3,-2,-3
MITF TRPM1 HTS,-4,-20,-7,-15,-6,8,-2,53,·,-7

41: CC1C/C(=N/Nc2ccc([N+](=O)[O-])cc2[N+](=O)[O-])CC(C)(C)C1 (centres undefined)
42: COc1ccc(NC(=O)Cn2nnc(-c3ccccc3NC(=O)C3CC3)n2)cc1
43: Cc1cccc(NC(=O)Cn2cnc3c(oc4ccccc43)c2=O)c1C
44: COc1ccc(S(=O)(=O)Nc2ccc3c(c2)C(=O)N([C@H](C)CO)C[C@H](C)[C@@H](CN(C)C(=O)Nc2ccc4c(c2)OCO4)O3)cc1
45: CC(C)c1onc(C(=O)Nc2cccc(O)c2)c1[N+](=O)[O-]
46: O=C(Nc1nc(-c2ccco2)c(-c2ccco2)s1)c1c(F)cccc1Cl
47: CCc1ccc(/C=C2\SC(=S)N(CCCC(=O)Nc3ccc(C(=O)O)cc3)C2=O)cc1
48: CCc1cc(CNC(=O)CC2C(=O)NCCN2Cc2cccc(OC)c2)on1 (centres undefined)
49: CC(NC(=O)CN1CCC(C(N)=O)CC1)c1ccccc1 (centres undefined)
50: CCN(CC)S(=O)(=O)c1ccc2c(c1)nc(CCC(=O)OCC(=O)N1CCc3ccccc31)n2C

compound no.,41,42,43,44,45,46,47,48,49,50
Wnt bcat act,-2,·,-1,1,6,-1,10,-5,1,·
dFosB activator,-5,6,7,0,-5,-14,-8,-2,5,-9
NSD2 HMT inh,5,0,-4,·,0,5,5,0,-6,0
HTR5A inv ctr,15,-9,6,8,9,-4,3,-12,-16,10
CDK5 p35 inh,-1.4,-0.6,0.9,0.6,-1.1,1.6,-1.1,-0.2,-2.5,1.6
SR-BI HDL uptake,29,17,-20,7,0,29,2,-20,16,21
HTR5A ag,-5,-6,-2,-3,-3,2,-1,4,3,-2
PvdQ inh,-6,-3,-13,-7,14,-13,-6,0,5,-14
V-ATPase pHluor,-1,-2,-2,-1,-1,-2,-2,0,1,-4
MITF TRPM1 HTS,-3,-11,-8,·,18,·,-3,3,·,2

51: CCOc1ccc2nc(SCC(=O)NC3CCCCC3)[nH]c2c1
52: Cc1cc2c3c([nH]c2cc1S(=O)(=O)NCc1ccc(CN2CCCCCC2)o1)CC(C)(C)CC3=O
53: COc1ccc(C)cc1NC(=O)c1ccc(NS(=O)(=O)c2cccc3cccnc23)cc1
54: Cc1c(C(=O)N2CCCCCC2)c(S(=O)(=O)NCc2ccccc2Cl)c(C)n1C
55: CCOC(=O)C(CCCCOc1ccc([N+](=O)[O-])cc1)C(=O)OCC
56: CC(=O)N1CCN(c2ncnc3ccccc23)CC1
57: COc1cccc(OC)c1OCCNCC1CSc2ccccc2O1 (centres undefined)
58: CC(C)(C)OC(=O)NCCCC(CCCNC(=O)OC(C)(C)C)C(=O)O
59: CN(C)S(=O)(=O)c1cc(NC(=O)COC(=O)CCSc2ccc(Cl)cc2)ccc1Cl
60: O=c1[nH]c(-c2ccc(F)cc2)nc2c1sc(=S)n2-c1ccccc1

compound no.,51,52,53,54,55,56,57,58,59,60
Wnt bcat act,-2,-3,0,0,-3,-3,-1,2,·,3
dFosB activator,-5,-8,6,-8,2,-6,-2,-1,-10,24*
NSD2 HMT inh,10,-5,0,9,2,-2,·,-2,-2,-1
HTR5A inv ctr,-9,19,-1,-2,-7,-6,-24,-12,-23,-14
CDK5 p35 inh,2.0,-0.5,-0.8,1.3,-3.2,0.2,-1.8,1.0,1.9,1.2
SR-BI HDL uptake,-4,1,15,-5,35,10,-1,-9,-29,11
HTR5A ag,3,0,0,1,-1,2,9,4,3,6
PvdQ inh,-19,-16,-8,1,-3,6,-8,-15,2,4
V-ATPase pHluor,-1,-1,-2,-2,4,-3,-2,0,-2,-2
MITF TRPM1 HTS,-8,12,-7,-12,11,·,15,8,10,-5
